HTR5A inv ag: counter-screen for OPRM1-OPRD1 inverse agonists: human HTR5A inverse agonism. HTR5A cell line, luminescence. inhibition, % at 9.3 µM. actives 0.083% (n = 340,000). P47898; in the data active means inhibition mostly above about 23%, no sharp cut-off; inactive means mostly below about 18%;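 further: 0% = cells with DMSO and 100% = no-cell wells with DMSO; some compounds called inactive have numbers as strong as hits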
Target sequence (P47898 whole entry, looked up): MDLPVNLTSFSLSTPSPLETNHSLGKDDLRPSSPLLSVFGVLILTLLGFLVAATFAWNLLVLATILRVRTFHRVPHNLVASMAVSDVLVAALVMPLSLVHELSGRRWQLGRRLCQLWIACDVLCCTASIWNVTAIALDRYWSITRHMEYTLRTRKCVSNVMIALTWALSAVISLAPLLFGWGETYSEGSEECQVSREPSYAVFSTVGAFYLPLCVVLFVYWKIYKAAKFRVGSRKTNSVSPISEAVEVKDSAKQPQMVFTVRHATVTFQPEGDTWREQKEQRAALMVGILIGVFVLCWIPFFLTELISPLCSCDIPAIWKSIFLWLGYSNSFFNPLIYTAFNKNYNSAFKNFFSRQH
OPRM1-OPRD1 ag: agonists of human mu-delta opioid receptor heterodimerization; P35372+P41143; cells, OPRM1-OPRD1 heterodimerization, luminescence; activation, % at 9.3 µM; actives 0.3% (n = 340,000); AID 504326; in the data active means activation above about 18%;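 further: 0% = vehicle-treated cells and 100% = reference agonist; values of inactives mirror those of a sister screen read the other way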
LANA DNA inh: KSHV C-LANA DNA binding inhibition. inhibition, % at 9 µM. AID 504423. actives 0.078% (n = 340,000). MBP-C-LANA/FAM-LBS DNA binding, fluorescence polarization;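 active means highest replicate inhibition at or above 60% at 9 µM, even if other replicates fall short; inactive means all replicates below 60% inhibition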;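 further: 0% = neutral control wells and 100% = 4 µM acridine orange control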
HTR5A ag ctr: HTR5A agonism, opioid heterodimer counter-screen; P47898; actives 0.61% (n = 340,000); AID 504692; activation, % at 9.3 µM; HTR5A agonist assay, luminescence, cell-based; in the data active means activation mostly above about 9.5%, no sharp cut-off; inactive means mostly below about 7.6%;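 further: 0% = cells with vehicle only and 100% = reference agonist; strong numbers were not always called active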
Keap1 Nrf2 FP: disrupts human Keap1 binding to Nrf2 peptide; Keap1 Kelch-Nrf2 peptide fluorescence polarization, 1536-well; inhibition, % at 9.4 µM; actives 0.15% (n = 340,000); AID 504523; in the data active means inhibition above about 12%;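 further: human Keap1 Kelch domain with fluorescein labeled Nrf2 9mer peptide probe; 0% = neutral control wells and 100% = peptide positive control; higher means more block of Keap1 binding to Nrf2 peptide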
Target sequence (Q14145 whole entry, looked up, the tested form may be a part): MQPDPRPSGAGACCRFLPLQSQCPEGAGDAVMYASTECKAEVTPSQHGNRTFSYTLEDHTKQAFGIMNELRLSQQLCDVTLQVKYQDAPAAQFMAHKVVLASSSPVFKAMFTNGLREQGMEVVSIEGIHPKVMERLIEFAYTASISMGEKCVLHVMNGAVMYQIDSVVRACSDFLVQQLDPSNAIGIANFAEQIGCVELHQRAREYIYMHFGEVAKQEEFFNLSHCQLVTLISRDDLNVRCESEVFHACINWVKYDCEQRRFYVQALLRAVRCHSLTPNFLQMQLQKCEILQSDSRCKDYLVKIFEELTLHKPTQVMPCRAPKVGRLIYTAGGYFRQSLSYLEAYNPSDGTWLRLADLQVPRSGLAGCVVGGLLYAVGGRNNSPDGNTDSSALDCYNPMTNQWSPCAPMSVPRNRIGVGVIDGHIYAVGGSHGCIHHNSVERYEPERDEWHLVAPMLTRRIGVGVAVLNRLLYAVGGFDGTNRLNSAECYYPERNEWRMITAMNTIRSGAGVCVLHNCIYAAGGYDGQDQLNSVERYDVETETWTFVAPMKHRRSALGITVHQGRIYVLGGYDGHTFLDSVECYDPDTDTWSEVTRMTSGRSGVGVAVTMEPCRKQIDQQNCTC
cardiac RTF act: increases calcium sensitivity of human cardiac regulated thin filaments. AID 493008. IANBD-labeled TnC RTF fluorescence at EC20 calcium; 0% EC20 calcium, 100% full calcium. activation, % at 7.2 µM. P19429+P45379. actives 0.24% (n = 340,000);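 active means activation above the mean over all tested compounds plus 3 SD, cut at about 30% in these data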;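 further: rise in fluorescence read as greater calcium sensitivity of cardiac thin filaments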
MOR-DOR inv ag: mu-delta opioid heterodimer inverse agonism; cell-based MOR-DOR heterodimer luminescence; inhibition, % at 9.3 µM; P35372+P41143; actives 0.21% (n = 340,000); in the data active means inhibition above about 22%, passing the limit was not always enough;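 further: 0% = cells with DMSO and 100% = wells without cells with DMSO; values of inactives mirror those of a sister screen read the other way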
V-ATPase pH: yeast V-ATPase proton transport regulation by pHLuorin; response, % at 10 µM; actives 0.37% (n = 350,000); AID 504577; S. cerevisiae, pHLuorin cytosolic pH fluorescence; in the data active means response mostly above about 7.3%, no sharp cut-off; inactive means mostly below about 5.4%; further: actives read high; inactives centre near 0; some compounds called inactive have numbers as strong as hits; reference of the scale not given here
RTF Ca sens inh: cardiac RTF calcium desensitization; P19429+P45379; IANBD-labeled cardiac RTF, Ca2+ fluorescence; inhibition, % at 7.15 µM; actives 0.12% (n = 340,000); AID 493244;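 active means inhibition above the mean inhibition of all tested compounds plus 3 SD, cut at about 17% in these data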;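 further: assay run at fixed EC70 calcium of 1.6 mM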
CAL-PDZ inh HTS: CAL PDZ (human) peptide binding inhibition | Q9HD26 | purified CAL PDZ, TMR-peptide fluorescence polarization, 1 h | inhibition, % at 24.9 µM | actives 0.92% (n = 300,000) | AID 602252;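 active means mean inhibition of at least 30% with at least half of replicates also reaching 30%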;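 further: 0% = DMSO neutral control and 100% = excess unlabeled competitor peptide PRC23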
The depositor's hits bear a star; i = inactive; / = no result given.

entry | SMILES | OPRM1-OPRD1 ag | MOR-DOR inv ag | LANA DNA inh | HTR5A ag ctr | RTF Ca sens inh | V-ATPase pH | CAL-PDZ inh HTS | cardiac RTF act | HTR5A inv ag | Keap1 Nrf2 FP
1 | Cc1cc(C(=O)N2CCN(c3ccc([N+](=O)[O-])cc3)CC2)n[nH]1 | 1.5 | -8 | -0.4 | 2 | -2 | -4 | 1 | 5 | -8 | -6
2 | CCC(=O)Nc1ccc(C(=O)NNC(=O)COc2cccc(C)c2)cc1 | -1.0 | 6 | 0.9 | 0 | 8 | -4 | -2 | -4 | -6 | -6
3 | COc1ccc(CN(C)C(=O)COC(=O)c2ccc3c(c2)OCO3)cc1OC | -2.6 | 15 | -0.8 | -1 | 6 | 2 | -3 | -2 | 17 | 2
4 | Cc1cc(=O)[nH]c(SCc2cn3ccccc3n2)n1 | -1.4 | 7 | -2.2 | -1 | -8 | 6 | -4 | -1 | 2 | -5
5 | Cc1nc2c3ccccc3nc(SCC(=O)N3CC(C)CC(C)C3)n2n1 (stereo not drawn) | -0.5 | 2 | 0.2 | -3 | -5 | -1 | 0 | 0 | -2 | 1
6 | Cc1cc[n+](CC(=O)c2ccc(NC(=O)c3ccccc3)cc2)c2ccccc12 | -1.2 | 6 | 2.9 | -4 | -3 | 1 | -7 | -2 | -1 | 3
7 | COC(=O)C1CSc2[nH]c(=O)sc2C1c1ccc(OC)c(OC)c1 (stereo not drawn) | -0.2 | 1 | 0.5 | -3 | -4 | -2 | -3 | 0 | 10 | -10
8 | Cc1ccc(NC(=O)NCCCc2ccccc2)cc1 | -0.8 | 5 | -1.2 | 0 | -4 | -2 | -1 | -2 | 0 | -3
9 | CCOc1ccccc1C(=O)NC1CC2CCCC(C1)N2Cc1nnnn1Cc1ccco1 (stereo not drawn) | -1.3 | 7 | -0.7 | 4 | 2 | 3 | -1 | 5 | -4 | 1
10 | COc1cccc(CNC(=O)Cn2cccc2)c1 | -1.8 | 9 | 0.7 | -2 | -3 | 8 | / | -2 | 7 | 3
11 | COC(=O)c1cc(NC(=O)Cc2ccccc2[N+](=O)[O-])cc(C(=O)OC)c1 | -1.1 | 6 | 1.2 | -4 | -14 | 3 | / | 5 | -12 | -1
12 | CCCCN1CCc2c([nH]c3ccc(C)cc23)C1=O | 1.1 | -6 | 0.6 | 5 | -12 | 0 | -1 | -3 | -5 | -1
13 | Cc1cc(OCC(=O)NC(Cc2ccc(Cl)cc2)C(=O)O)c2c(C)cc(=O)oc2c1 (stereo not drawn) | -2.7 | 15 | -1.3 | 4 | -1 | 1 | -2 | -1 | -22 | 3
14 | CC1=CCC2C(=O)N(c3ccc4ccccc4n3)C(=O)C2C1 (stereo not drawn) | -3.7 | 20 | -1.5 | 5 | -6 | 2 | -2 | 1 | -19 | 2
15 | COCCCNC(=O)c1ccccc1Oc1ccccc1 | -1.0 | 4 | 0.4 | 3 | -5 | -1 | 1 | -3 | -8 | -2
16 | CCOc1ccccc1N1CCN(CC(=O)Nc2nnc(CC)s2)CC1 | -1.6 | 8 | 0.3 | -1 | 0 | -1 | 2 | 2 | 1 | 0
17 | COCC(=O)NCCc1nc2ccccc2[nH]1 | -2.8 | 15 | 1.0 | -3 | -7 | 0 | / | 3 | 15 | 2
18 | CCOC(=O)CN(C(=O)CNC(=O)c1cccs1)C(C(=O)NC1CCCC1)c1ccncc1 (stereo not drawn) | -1.1 | 5 | 0.9 | -4 | -9 | -2 | 0 | 6 | 12 | 0
19 | Cc1cc(C(=O)Cn2cncn2)c(C)n1CCc1ccc(F)cc1 | -1.8 | 10 | -1.1 | 4 | -6 | 2 | -1 | -7 | -14 | -4
20 | O=c1c(C=NCc2cccnc2)c(C(F)(F)F)[nH]n1-c1nc2ccccc2s1 | -2.6 | 13 | -1.3 | 2 | 1 | 0 | -8 | 1 | -6 | 0
21 | Cc1ccc(C)c(C(=O)N2CCC(n3nccc3NC(=O)C3CC3)CC2)c1 | -1.8 | 9 | 1.0 | 2 | -7 | -1 | -1 | -4 | 11 | -5
22 | O=C(C1CCC1)N1CCc2cc(S(=O)(=O)N3CCN(c4ccccn4)CC3)ccc21 | -2.0 | 11 | -0.4 | 1 | 2 | -1 | / | 2 | -5 | -3
23 | Cc1nn(C)c(C)c1NC(=O)COc1ccc(Cl)cc1 | 1.2 | -5 | 1.7 | 4 | -8 | 0 | -6 | 1 | -10 | 1
24 | COc1ccc(OC)c(C2Nc3nc4ccccc4n3C(C)=C2C(=O)Nc2ccc(C)cc2C)c1 (stereo not drawn) | -2.5 | 14 | 1.5 | 3 | 1 | -2 | 16 | -8 | -24 | -2
25 | COC(=O)c1cc(OC)c(OC)cc1-n1cnc2cc(OC)c(OC)cc2c1=O | -1.8 | 10 | 1.8 | 3 | 0 | -2 | -2 | -3 | 1 | 3
26 | Cn1ncc(Cl)c(Oc2ccccc2)c1=O | -0.4 | 2 | 0.3 | 1 | 1 | 1 | / | -5 | 16 | -2
27 | Cc1cc(=O)n(C)c(=O)n1CCCCCCN1CCCC1 | -1.2 | 7 | 2.2 | -1 | 2 | 0 | 0 | 1 | -4 | -3
28 | O=c1cc(Cl)[nH]c(=O)n1Cc1ccccc1 | -2.3 | 10 | 0.7 | 2 | -5 | 0 | 1 | 2 | -9 | -6
29 | CCc1cc(C(=O)N2CCN(c3ccccc3OC)CC2)sc1C | 2.5 | -21 | -1.5 | 5 | 7 | -1 | / | -2 | -10 | 0
30 | CCOC(=O)Cc1c(C)c2c(C)[nH]nc2oc1=O | -3.5 | 17 | 1.4 | 1 | -30 | 8 | -5 | 9 | -2 | -3
31 | O=C(NCC(c1ccco1)N1CCOCC1)c1ccc(F)cc1 (stereo not drawn) | -1.3 | 8 | 2.1 | 4 | -5 | -6 | -5 | -11 | -5 | 0
32 | NC(=S)N/N=C/c1ccc2c(c1)OCCO2 | -1.6 | 7 | -1.3 | 2 | -1 | 2 | -1 | 5 | -5 | 3
33 | COc1cccc(NC(=O)CN(C)C(=O)/C=C/c2cn(-c3ccccc3)nc2-c2ccc(C)cc2)c1 | 1.5 | -10 | 0.1 | 5 | -4 | 1 | -4 | -8 | -12 | 0
34 | CCc1cccc(NC(=O)COC(=O)/C=C/c2cccs2)c1 | 0.5 | -3 | -6.0 | 5 | -3 | 1 | -6 | -4 | -14 | -3
35 | CN(C(=O)c1cccc(NC(=O)Cc2ccc(NC(=O)C3CCCN(C(=O)C4CCC4)C3)cc2)c1)C1CCC1 (stereo not drawn) | -0.1 | 0 | 4.6 | -2 | -5 | -3 | -4 | -1 | 6 | 1
36 | Cn1c(=O)c(=O)n(C)c2cc(S(=O)(=O)NCc3ccc(Cl)cc3)ccc21 | -2.9 | 16 | 0.6 | 2 | 1 | 3 | / | 0 | 16 | -3
37 | O=C(N/N=C/c1ccc[nH]1)c1ccccc1OCc1ccccc1Cl | 1.2 | -6 | -2.0 | 4 | -4 | -1 | -1 | 0 | -28 | 4
38 | COc1ccc(C(C)C)cc1S(=O)(=O)Nc1ccncc1 | -0.8 | 4 | 1.1 | 3 | -8 | -3 | 4 | 7 | -8 | 5
39 | Cc1cc(=O)[nH]c(N/N=C/c2c(C)oc3ccccc23)n1 | -2.6 | 13 | 1.2 | 7 | 4 | -1 | -5 | 4 | 2 | 0
40 | CCOC(=O)Cn1c(=O)sc2ccccc21 | -1.1 | 6 | -1.0 | 1 | -6 | -7 | -2 | -1 | -25 | 3
41 | CCOC(=O)c1cnc(SCC#N)nc1N | 1.8 | -10 | -1.5 | -1 | -6 | 1 | -2 | -4 | 4 | -3
42 | COC(=O)c1sc(-c2ccc(C(C)(C)C)cc2)cc1NC(=O)CSCC(=O)O | -0.2 | 1 | 0.3 | 2 | -1 | -3 | -8 | -1 | -12 | 1
43 | CCC(=O)Nc1ccc(C(=O)N/N=C/c2ccc([N+](=O)[O-])cc2)cc1 | 1.7 | -9 | -0.4 | 4 | -5 | 7 | / | -1 | 7 | 0
44 | C=CCN(c1ccccc1)S(=O)(=O)c1cccc(C(=O)Nc2nc3ccccc3[nH]2)c1 | -0.1 | 0 | 0.4 | -3 | 6 | 0 | -1 | 5 | 4 | -4
45 | CCCCC(=O)O[C@]1(C(=O)CO)CC[C@H]2[C@@H]3CCC4=CC(=O)CC[C@]4(C)[C@H]3[C@@H](O)C[C@@]21C | 0.7 | -4 | 0.3 | 4 | -7 | -3 | -2 | 4 | -16 | -2
46 | COc1ccc(OC)c(NC(=O)c2ccccc2N(C)S(=O)(=O)c2ccc(C)cc2)c1 | -0.9 | 5 | 3.0 | -4 | 1 | 2 | -4 | -9 | 13 | 0
47 | O=C(O)C1CCN(c2ccc(S(=O)(=O)N3CCOCC3)cc2[N+](=O)[O-])CC1 | -1.8 | 9 | -0.9 | -2 | 10 | 0 | 2 | 4 | 4 | 4
48 | COc1ccc(CN2CCN(Cc3cccc4nonc34)CC2CCO)c(C)c1C (stereo not drawn) | 0.1 | -1 | 0.2 | -1 | -2 | 0 | -4 | 4 | 3 | -3
49 | CCOc1ccc(/C(O)=C2\C(=O)C(=O)N(c3cc(C)on3)C2c2ccccc2OC)cc1 (stereo not drawn) | 1.4 | -7 | -0.2 | 2 | -15 | -2 | 0 | 5 | 2 | -1
50 | CCOc1ccc(C2C(C#N)=C(N)N3C(=C2C#N)Sc2ccccc23)cc1 (stereo not drawn) | -1.7 | 10 | 1.9 | 2 | -15 | 0 | 0 | 12 | -9 | 1
51 | CS(=O)(=O)c1ccc(Cl)c(NC(=O)COC(=O)CNC(=O)c2ccccc2)c1 | -2.1 | 12 | -0.9 | 2 | -15 | -4 | -2 | 1 | -5 | 0
52 | COc1ccccc1C(=O)N1CCN(Cc2cn[nH]c2-c2ccc(F)cc2F)CC1 | -1.5 | 8 | 0.4 | 1 | -4 | -2 | -2 | 3 | -1 | 2
53 | O=C(CSc1nnc(-c2ccccn2)n1Cc1ccccc1)N1CCCC1 | -1.6 | 9 | 2.0 | 0 | -6 | 0 | 6 | 6 | -10 | -6
54 | Cc1ccc(NC(=O)C2CCN(S(=O)(=O)c3cccc4nonc34)CC2)cc1 | 4.6 | -25 | 1.1 | 6 | -5 | 2 | -2 | -3 | -18 | -4
55 | NC(=O)C1CCN(C(=S)NCCc2ccccc2)CC1 | -1.0 | 5 | 1.0 | 0 | 6 | -2 | -2 | -1 | 0 | 0
56 | O=C(CCC(=O)N1CCN(C2CCCC2)CC1)Nc1nnc(C(F)(F)F)s1 | -0.5 | 3 | 3.6 | 1 | -12 | -1 | 1 | 4 | -5 | 2
57 | CN(C)C(CNC(=S)Nc1cccc(Cl)c1)c1ccccc1 (stereo not drawn) | 357* | i | 0.4 | 9 | 9 | -1 | -1 | -3 | -19 | -4
58 | COc1ccc(C(=O)COc2ccccc2C(=O)Nc2ccccc2)cc1 | -1.6 | 8 | -0.2 | -5 | -4 | 0 | 7 | -8 | 24 | -1
